Compound activity: PubChem, Sanford-Burnham Center for Chemical Genomics
XBP1 UPR activ – adaptive UPR (XBP1) activation | AID 463104 | activation, % at 20 µM | CHO-XBP1 luciferase reporter, IRE1-XBP1 UPR activation, luminescence; percent of tunicamycin response, DMSO as zero | actives 0.33% (n = 330,000);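 active = versus positive control, 20 µM dose yields 30% or more activation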;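 note: 100% = tunicamycin at 10 µg/mL and 0% = DMSO only wells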
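Material: CHO cell line with stable XBP1 luciferase reporter; schedule: 16-18 h cell attachment at 37 °C, then 6 h compound exposure; signal: glow luminescence from Steady-Glo reagent; medium: serum-containing F12 medium, 10% FBS; benchmarks: tunicamycin 10 µg/mL and vehicle-only wells; read-out: percent activation relative to tunicamycin reference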
697 NFkB inh – inhibitors of the PMA/ionomycin-induced NF-kB reporter in 697 B cells; 697 B-cell NF-kB luciferase reporter, 16 h; inhibition, % at 4 µM; actives 0.33% (n = 330,000); AID 435022; in the data active = inhibition above about 35%
Jurkat NFkB inh – lowers PMA/ionomycin-induced NF-kB signal in Jurkat cells. PMA/ionomycin-induced NF-kB luciferase reporter, luminescence. inhibition, % at 4 µM. actives 0.53% (n = 330,000). AID 435003; in the data active = inhibition above about 50%
Mdm2-MdmX inh – human Mdm2/MdmX binding inhibition; AID 485346; SaOS-2 split-luciferase Mdm2/MdmX complementation, luminescence; actives 3% (n = 330,000); O15151+Q00987; inhibition, % at 8 µM;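 active = inhibition of at least 50% at 8 µM in the primary screen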
Target sequence (O15151 whole entry, looked up): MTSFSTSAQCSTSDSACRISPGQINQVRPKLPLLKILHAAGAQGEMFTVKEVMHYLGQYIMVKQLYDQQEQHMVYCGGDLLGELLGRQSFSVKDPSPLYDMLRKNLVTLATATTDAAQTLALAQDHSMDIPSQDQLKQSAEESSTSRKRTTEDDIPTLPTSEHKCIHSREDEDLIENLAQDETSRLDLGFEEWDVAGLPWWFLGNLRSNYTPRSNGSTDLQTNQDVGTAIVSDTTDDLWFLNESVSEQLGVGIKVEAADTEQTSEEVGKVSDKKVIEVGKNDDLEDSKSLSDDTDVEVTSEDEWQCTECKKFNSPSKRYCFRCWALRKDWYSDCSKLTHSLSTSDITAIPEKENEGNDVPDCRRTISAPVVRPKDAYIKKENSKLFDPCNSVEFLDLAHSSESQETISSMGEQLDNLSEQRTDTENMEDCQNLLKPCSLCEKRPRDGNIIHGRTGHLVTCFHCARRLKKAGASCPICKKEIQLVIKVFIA
Target sequence (Q00987 whole entry, looked up): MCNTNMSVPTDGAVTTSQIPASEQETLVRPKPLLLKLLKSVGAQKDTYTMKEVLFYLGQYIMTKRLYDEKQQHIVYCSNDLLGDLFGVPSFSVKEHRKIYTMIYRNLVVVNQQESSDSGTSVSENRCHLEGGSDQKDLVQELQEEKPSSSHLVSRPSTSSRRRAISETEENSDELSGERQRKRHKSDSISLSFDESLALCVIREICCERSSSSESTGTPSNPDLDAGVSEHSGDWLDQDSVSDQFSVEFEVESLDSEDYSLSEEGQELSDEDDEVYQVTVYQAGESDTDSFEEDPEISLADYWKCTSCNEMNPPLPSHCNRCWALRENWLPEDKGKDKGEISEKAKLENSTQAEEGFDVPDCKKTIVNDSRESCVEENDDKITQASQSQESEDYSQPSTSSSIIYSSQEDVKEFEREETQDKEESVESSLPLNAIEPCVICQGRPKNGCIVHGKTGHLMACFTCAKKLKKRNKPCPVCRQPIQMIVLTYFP
tim23-1 inh – inhibits growth of tim23-1 mutant yeast. inhibition, % at 20 µM. S. cerevisiae tim23-1 growth, BacTiter-Glo luminescence, 24 h. actives 1.3% (n = 330,000);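 active = growth inhibition of the mutant yeast at or above 50%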;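 note: temperature-sensitive mutant grown at 25 °C; plate controls were DMSO-treated mutant yeast for no effect and medium wells lacking yeast for full effect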
tim10-1 inh – growth inhibitors of tim10-1 mutant yeast; S. cerevisiae tim10-1 ts strain growth, BacTiter-Glo, 24 h; inhibition, % at 20 µM; actives 2.2% (n = 330,000);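 active = inhibition of at least 40%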;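 note: mutant grown at 25 °C; 0% = DMSO wells with yeast and 100% = wells holding no yeast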
CHOP UPR activ – activators of apoptotic arm of unfolded protein response (CHOP). activation, % at 10 µM. actives 0.34% (n = 330,000). CHO-CHOP luciferase reporter, UPR activation, luminescence; percent of tunicamycin response over DMSO baseline;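 active = at 10 µM dose, activation of 40% or more, normalized to positive control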;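 note: 100% = tunicamycin at 10 µg/mL and 0% = DMSO alone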
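measured by = luciferase luminescence | assay system = CHO-CHOP cells, stable luciferase reporter of PERK-eIF2a-CHOP signalling | amount = 500 reporter cells seeded per well | timing = 6 h compound exposure at 37 °C after overnight seeding | controls = positive tunicamycin 10 µg/mL, negative DMSO alone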
TIM10 inh – inhibits growth of TIM10 yeast strain; S. cerevisiae TIM10 strain growth, BacTiter-Glo luminescence, 24 h; actives 1.4% (n = 330,000); AID 463195; inhibition, % at 10 µM;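 active = inhibition of 40% or more at the single tested concentration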;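 note: wild-type TIM10 isogenic control strain grown at permissive 25 °C; 0% = DMSO yeast wells and 100% = minimal medium wells without yeast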
Starred values were filed as active, the others as inactive; . = not tested or not shown; & = joins results of further samples.

Every second line gives: tim10-1 inh	XBP1 UPR activ	TIM10 inh	Mdm2-MdmX inh	CHOP UPR activ	tim23-1 inh	697 NFkB inh	Jurkat NFkB inh
[1] Nc1nc(SCC(=O)c2cc(F)ccc2F)n[nH]1
→ 11.3	0.7	11.4	14.5	-0.5	5.9	10.8	-5.4
[2] O=C(CN1CCN(c2ncccn2)CC1)N1CCCC1
→ -13.5	-1.4	-3.8	11.7	-0.8	7.7	-2.4	-0.8
[3] COc1ccc(/C=N/NC(=O)c2nn(-c3ccc(C)c(C)c3)c(=O)c3ccccc23)cc1
→ 31.4	4.2	-1.8	35.2	0.7	29.7	-18.3	-3.9
[4] COc1ccc(NC(=O)c2cc(C)no2)cc1
→ -2.5	3.6	-8.2	-8.6	2.3	-3.4	-5.2	-27.7
[5] CCOc1ccc(C2C(C(=O)c3cccs3)=C(O)C(=O)N2Cc2cccnc2)cc1 (stereo unspecified)
→ -4.7	1.9	2.2	-20.9	0.6	-2.5	11.3	-2.1
[6] CCOc1ccc(NC(=O)C(C)N2C(=O)c3ccccc3C2=O)cc1 (stereo unspecified)
→ 1.0	-0.9	-2.3	0.3	-0.2	7.5	12.1	10.9
[7] Oc1c(C(c2cccs2)N2CCN(c3ccccc3)CC2)sc2ncnn12 (stereo unspecified)
→ -1.4	0.8	-6.7	4.0	1.0	-1.3	13.3	7.1
[8] COC(=O)Cc1[nH]nc2c1C1(CCSCC1)C(C#N)=C(N)O2
→ 4.2	-2.2	8.6	8.3	-0.5	11.4	0.8	-8.0
[9] O=C(COc1ccc(Br)cc1CO)N1CCCc2ccccc21
→ -4.8	4.2	-1.9	5.0	-0.9	20.5	4.1	-14.5
[10] O=S(=O)(NCC1CCCO1)c1ccc(Cl)c(C(F)(F)F)c1 (stereo unspecified)
→ 26.1	4.5	-5.9	-2.4	0.3	-2.5	1.8	-7.4

(cont.)
Every second line gives: tim10-1 inh	XBP1 UPR activ	TIM10 inh	Mdm2-MdmX inh	CHOP UPR activ	tim23-1 inh	697 NFkB inh	Jurkat NFkB inh
[11] C[C@H](CO)NC(=O)[C@@H]1C[C@H]1[C@@H](NP(=O)(c1ccccc1)c1ccccc1)c1ccccc1
→ -10.0	-0.6	-5.4	8.2	-1.4	5.6	-17.4	-20.0
[12] Cc1ccccc1SCC(=O)N1CCN(c2ccc(C(F)(F)F)cn2)CC1
→ 37.5	-2.9	14.9	-10.1	1.4	29.4	-30.0	-9.6
[13] CC(C)Cn1c(N2CCN(C(=O)c3cccs3)CC2)nc2ccccc21
→ 38.1	-1.9	15.9	5.5	-1.6	35.8	-30.5	-10.5
[14] CN(C(=O)CSc1nnnn1-c1ccccc1)C1CCS(=O)(=O)C1 (stereo unspecified)
→ -0.1	-3.1	2.1	-13.9	-0.2	10.3	22.2	14.7
[15] CC(C)C(=O)N1CCN(c2ccc(NC(=O)c3ccc4c(c3)OCCO4)cc2Cl)CC1
→ 22.6	-1.8	31.7	60.3*	6.4	5.3	-13.6	12.8
[16] CCN1CCN(Cc2nc3cc(NC(=O)COc4ccc([N+](=O)[O-])cc4)ccc3n2C)CC1
→ -0.9	-2.2	-2.3	-3.7	1.0	-3.1	-16.7	12.7
[17] CN(c1ccc(OCC(=O)NC2CCC(O)CC2)cc1)S(=O)(=O)c1ccc(Cl)cc1 (stereo unspecified)
→ 10.2	-2.1	5.1	38.6	1.4	9.1	17.2	9.8
[18] CC(=O)Nc1cccc(NC(=O)CSc2nnc3ccc(-c4ccccn4)nn23)c1
→ 7.0	-3.0	1.7	21.4	-0.9	6.3	8.1	6.4
[19] Cc1ccccc1-n1c(C)cc(/C=C(\C#N)C(=O)NCC2CCCO2)c1C (stereo unspecified)
→ 23.8	2.6	24.3	34.4	3.8	20.1	-111.7	-56.1
[20] O=C(/C=C/c1ccc(S(=O)(=O)N2CCOCC2)cc1)Nc1ccc(F)c(F)c1F
→ 7.4	-3.3	10.0	13.1	-1.9	3.5	3.7	-15.4

Next structures.
Every second line gives: tim10-1 inh	XBP1 UPR activ	TIM10 inh	Mdm2-MdmX inh	CHOP UPR activ	tim23-1 inh	697 NFkB inh	Jurkat NFkB inh
[21] COc1cccc(NC(=O)C2CCCN2C(=O)OCc2ccccc2)c1 (stereo unspecified)
→ 6.1	1.3	4.5	1.0	0.2	12.1	6.2	-7.3
[22] Cc1nnc(NC(=O)CCn2cnc3ccccc3c2=O)s1
→ 4.7	3.3	-7.4	-6.0	-1.5	6.6	-0.7	0.2
[23] CCOC(=O)c1ccc(-n2c(CN(CC)CC)nc3ccc([N+](=O)[O-])cc3c2=O)cc1
→ 13.5	-4.8	3.6	7.8	0.6	14.4	-5.7	-12.8
[24] N#Cc1cccnc1N1CCN(C(=O)c2cccc3c2C(=O)c2ccc(-c4ccc(F)cc4OCc4ccccc4)cc2S3(=O)=O)CC1
→ 4.4	1.8	8.1	-1.9	2.8	1.0	16.6	10.6
[25] CCOc1ccccc1Nc1nc(-c2sc(NC(=O)c3ccc([N+](=O)[O-])cc3)nc2C)cs1
→ 0.5	3.4	15.1	9.0	-1.1	12.2	-40.3	6.6
[26] CCNc1cc2oc(=O)c(CN3CCOCC3)c(C)c2cc1C
→ -1.0	-4.9	-9.6	-3.0	-0.9	13.2	-14.9	-24.6
[27] CN1CCN(S(=O)(=O)c2ccc(C#N)cc2)C(c2ccccc2)C1 (stereo unspecified)
→ 3.9	-1.4	2.0	-11.8	-1.4	9.3	14.4	11.5
[28] COc1ccccc1N1CCN(CC(O)COc2cccc3ccccc23)CC1 (stereo unspecified)
→ 14.0&-7.3	-8.2&-8.0	15.1&7.1	-9.9&33.2	-1.7&0.6	20.6&29.7	24.7&19.4	8.0&-4.3
[29] Cc1cccc(NC(=O)C2CCN(C(=O)c3ccc(Cl)cc3)CC2)n1
→ 7.4	-0.7	1.7	-4.2	0.4	10.8	13.3	12.1
[30] CCN(C(=O)COC(=O)c1n[nH]c2ccccc12)C1CCS(=O)(=O)C1 (stereo unspecified)
→ -2.8	-2.2	-1.5	12.4	-0.4	5.1	14.9	8.5

Other compounds:
Every second line gives: tim10-1 inh	XBP1 UPR activ	TIM10 inh	Mdm2-MdmX inh	CHOP UPR activ	tim23-1 inh	697 NFkB inh	Jurkat NFkB inh
[31] COc1ccc2cc(S(=O)(=O)N3CCCCCC3)ccc2c1
→ 28.9	-3.9	4.3	11.5	1.7	27.0	-14.5	-27.7
[32] COc1cc(C(=O)NC(=S)Nc2ccc3oc(=O)ccc3c2)cc(OC)c1OC
→ -9.0	6.1	-10.1	39.3	-0.4	-7.4	11.4	-1.0
[33] Cc1cccc(OCC(=O)Nc2nc3ccc([N+](=O)[O-])cc3s2)c1C
→ -3.5	0.7	-5.5	0.3	5.3	0.5	-29.2	2.3
[34] Cc1ccc(-c2ccc(/C=N/N=C3/NC(=O)C(CC(=O)O)S3)o2)c([N+](=O)[O-])c1 (stereo unspecified)
→ 26.1	2.8	19.3	11.8	0.9	17.0	13.3	11.7
[35] COc1ccccc1C(=O)Nc1ccc(N2CCN(Cc3ccccc3)CC2)cc1
→ 13.8	18.2	27.8	-0.9	8.6	26.8	21.8	9.3
[36] Cc1onc(-c2c(Cl)cccc2Cl)c1C(=O)c1c[nH]c(C(=O)NC2CC2)c1
→ 6.6	-1.8	-20.3	6.4	-1.9	3.1	-1.7	-6.2
[37] CC(C)C(NC(=O)c1ccccc1F)C(=O)Nc1ccc2c(c1)OCO2 (stereo unspecified)
→ 2.3	1.2	7.6	16.1	-1.1	9.2	5.8	5.7
[38] O=C1NN(c2ccccc2)C(=O)/C1=C/c1ccc(Sc2cccc3ccccc23)o1
→ 28.3	3.1	28.2	10.3	6.5	25.4	0.6	4.8
[39] Cc1cc(=O)[nH]c(N/N=C/c2ccc(OC(=O)c3ccco3)cc2)n1
→ 9.3	4.2	-5.8	1.6	-1.8	9.5	-3.2	-15.4
[40] O=C(CCNC(=O)c1ccc(Cl)cc1)Nc1ccc(S(=O)(=O)N2CCOCC2)cc1
→ -3.5	-1.4	-4.2	17.2	-1.9	3.7	8.8	12.2

New compounds follow.
Every second line gives: tim10-1 inh	XBP1 UPR activ	TIM10 inh	Mdm2-MdmX inh	CHOP UPR activ	tim23-1 inh	697 NFkB inh	Jurkat NFkB inh
[41] Cc1cc(C(=O)NCc2cccs2)ccc1[N+](=O)[O-]
→ 14.7	0.7	1.1	11.1	4.6	8.7	-3.1	-3.1
[42] COc1cccc(-c2cc(C(=O)N3C(C)CCCC3C)no2)c1 (stereo unspecified)
→ 28.5	2.3	39.1	-106.3	7.3	32.5	-137.2	-128.2
[43] COc1ccc(C2=NS(=O)(=O)N(C)C(C(=O)NCc3ccco3)=C2)cc1OC
→ 7.0	-2.3	2.7	1.5	-1.3	8.9	-3.2	-16.4
[44] NC(=O)c1ccc(NC(=O)COC(=O)c2ccc3c(c2)OCCO3)cc1
→ -1.1	-1.6	-1.0	11.0	0.0	-9.8	17.7	7.2
[45] O=C(CSc1nc2ccccc2c(=O)n1-c1ccccc1)NCc1ccco1
→ 16.9	-0.8	-4.2	11.1	0.6	8.5	5.0	9.9
[46] COc1ccc(NC(=O)COC(=O)/C=C/c2cccs2)c(OC)c1
→ 6.5	1.5	3.0	-7.1	0.8	19.4	18.1	11.1
[47] COc1ccc(NC(=S)N2CCN(Cc3ccco3)CC2)c(OC)c1
→ 1.5	-0.5	3.4	-14.2	-0.6	2.9	-36.9	-2.3
[48] CCOc1ccc(NC(=O)CN2C(=O)S/C(=C/c3cccn3C)C2=O)cc1
→ -21.6	-4.2	-27.0	45.8	3.0	-23.2	6.4	3.9
[49] COc1ccccc1CN(C)c1ccc(S(=O)(=O)N2CCN(C)CC2)cn1
→ -2.9	1.2	22.0	-11.9	-0.3	5.4	7.2	-11.3
[50] COc1ccc(C(=O)O/N=C(\N)Cc2ccc(Cl)c(Cl)c2)cc1OC
→ 58.4*	3.1	88.1*	100.7*	2.2	70.0*	-28.0	1.8

The list continues:
Every second line gives: tim10-1 inh	XBP1 UPR activ	TIM10 inh	Mdm2-MdmX inh	CHOP UPR activ	tim23-1 inh	697 NFkB inh	Jurkat NFkB inh
[51] CC[C@H]1C/C=C\Cc2ccccc2[C@@H](C(=O)C[C@@H](O)CC(C)=O)OC1=O
→ 14.7	0.7	17.6	13.7	-0.1	21.6	-45.6	2.0
[52] NC(=O)c1cnn(-c2ccc3ccccc3c2)c1N
→ -0.4	2.5	-10.0	7.9	2.8	5.5	-61.3	-29.7
[53] COc1cccc(OC)c1C(=O)OCC(=O)NCc1ccco1
→ -1.2	1.0	3.6	-31.5	0.0	4.4	17.7	-4.6
[54] CCN(CC(O)Cn1c2ccccc2c2ccccc21)S(=O)(=O)c1ccc(F)cc1 (stereo unspecified)
→ 26.6	-0.9	-10.3	18.8	0.5	5.9	15.9	7.2
[55] COc1ccc(S(=O)(=O)N2CCCCCC2)cc1C(=O)N(C)CC(=O)Nc1ccc(Cl)c(Cl)c1
→ 5.7	-7.4	-0.9	24.1	1.4	-10.0	15.9	5.4
[56] COc1ccc(CS(=O)(=O)CC(C)(O)c2ccccc2Cl)cc1 (stereo unspecified)
→ -6.2	0.2	17.1	14.5	0.1	9.8	-1.6	8.5
[57] O=C(NCc1cccs1)c1cc2c(s1)CCCC2
→ 14.9	3.5	9.2	-42.5	5.0	34.8	-82.3	-53.6
[58] CC[C@@H]1C(c2ccc(F)cc2)=NN(c2ccc(Br)cc2)[C@H]1C(=O)N1CCOC1=O
→ 27.4	4.1	20.2	21.9	2.9	57.8*	16.8	.
[59] CCOc1ncccc1C(=O)Nc1ccc(F)c(F)c1
→ -15.2	2.3	-24.0	4.1	1.4	6.0	-2.3	-6.3
[60] COc1ccc(C/C(N)=N/OC(=O)COc2ccccc2C)cc1
→ 50.5*	-1.6	38.6	-6.4	1.9	55.3*	-48.2	-4.9
